# From PubChem BioAssay
# ssDAF-12 act: activates DAF-12 receptor from parasite S. stercoralis; HEK293 ssDAF-12/GRIP1 lit1-tk-luc reporter, luminescence; % of 3 µM dafachronic acid response; activation, % at 6.8 µM; 370,000 compounds, 1% hits; AID 652126;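 active = activation above the mean over all tested compounds plus 3 SD, cut at about 0.9% in these data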;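 also: 0% = DMSO-only wells and 100% = 3 µM delta7-dafachronic acid wells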
# sPLA2-III inh: Inhibits HGIII-sPLA2 liposome hydrolysis, primary screen; QFRET BODIPY PC-A2 liposome hydrolysis, fluorescence; Q9NZ20; AID 743126; inhibition, % at 12.2 µM; 370,000 compounds, 0.56% hits;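 active = inhibition above mean plus 3 SD of compounds lying within the high and low control bounds, cut at about 19% in these data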;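 also: 0% = median of test compound wells and 100% = no enzyme DMSO wells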
# DAX1 inh-1: inhibitors of DAX1 repression of SF-1 activated StAR promoter. HEK293T StAR-luciferase reporter, SF-1/DAX-1 repression relief. inhibition, % at 6.8 µM. 370,000 compounds, 1.1% hits. AID 652010;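 active = inhibition above the mean over all tested compounds plus 3 SD, cut at about 3.6% in these data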;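 also: 0% = DAX-1 cells with DMSO and 100% = cells lacking DAX-1 with DMSO; higher inhibition means more luminescence from relief of DAX-1 repression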
# GC-A act: GC-A (human) enzyme activation; P16066; HEK293 GC-A cells, cGMP TR-FRET, EC30 ANP; 0% at EC30 ANP, 100% saturating ANP; activation, % at 10 µM; 370,000 compounds, 0.14% hits; in the data active = activation above about 40%
# Target sequence (P16066 whole entry, looked up): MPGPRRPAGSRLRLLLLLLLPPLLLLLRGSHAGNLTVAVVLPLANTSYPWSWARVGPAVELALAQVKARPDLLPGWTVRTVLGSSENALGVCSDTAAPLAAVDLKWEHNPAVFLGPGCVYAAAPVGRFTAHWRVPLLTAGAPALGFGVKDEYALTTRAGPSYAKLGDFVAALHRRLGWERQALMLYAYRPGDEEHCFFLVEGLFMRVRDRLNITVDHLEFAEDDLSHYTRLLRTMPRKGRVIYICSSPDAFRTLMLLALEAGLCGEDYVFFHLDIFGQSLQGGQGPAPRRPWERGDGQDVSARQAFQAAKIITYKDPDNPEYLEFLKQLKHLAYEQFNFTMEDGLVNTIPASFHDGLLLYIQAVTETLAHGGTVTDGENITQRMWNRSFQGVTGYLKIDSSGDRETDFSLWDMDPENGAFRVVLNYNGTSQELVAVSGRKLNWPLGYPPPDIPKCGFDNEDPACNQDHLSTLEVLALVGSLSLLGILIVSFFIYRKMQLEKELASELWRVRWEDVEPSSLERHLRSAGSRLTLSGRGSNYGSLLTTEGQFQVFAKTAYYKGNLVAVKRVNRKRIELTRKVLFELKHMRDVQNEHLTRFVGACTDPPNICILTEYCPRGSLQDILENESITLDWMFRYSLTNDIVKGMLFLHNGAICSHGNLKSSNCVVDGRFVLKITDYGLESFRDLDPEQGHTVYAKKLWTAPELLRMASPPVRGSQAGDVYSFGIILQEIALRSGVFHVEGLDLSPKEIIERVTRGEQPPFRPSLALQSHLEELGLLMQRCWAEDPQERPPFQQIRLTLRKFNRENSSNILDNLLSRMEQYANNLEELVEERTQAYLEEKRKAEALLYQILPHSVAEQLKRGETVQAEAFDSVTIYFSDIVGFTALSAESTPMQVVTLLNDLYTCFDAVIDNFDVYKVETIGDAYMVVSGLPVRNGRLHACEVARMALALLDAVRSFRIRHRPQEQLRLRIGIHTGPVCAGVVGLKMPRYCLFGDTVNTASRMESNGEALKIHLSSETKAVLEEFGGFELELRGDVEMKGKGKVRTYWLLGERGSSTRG
# KLK7 zymogen act: activates the human kallikrein-7 zymogen; P49862; purified proKLK7, EDANS-DABCYL substrate fluorescence; 100% is mature enzyme control, 0% vehicle; activation, % at 7 µM; 370,000 compounds, 0.9% hits; AID 652039;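 active = activation above the mean of all tested compounds plus 3 SD, computed per campaign excluding outliers beyond control limits, cut at about 13% in these data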
# NPR2 activator: GC-B (human) receptor activation; HEK293-GC-B cells, CNP EC30, cGMP TR-FRET; 0% at EC30 CNP, 100% saturating CNP; activation, % at 10 µM; 370,000 compounds, 0.11% hits;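 active = activation at 10 µM reaching about 35% in either raw or pattern-adjusted values, limit read from the data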
# hgDAF12 agonist: agonists of H. glycines DAF-12 nuclear receptor; HEK293 GAL4-hgDAF12 UAS-luciferase reporter, agonist luminescence; normalized to butyrate control; 370,000 compounds, 1.8% hits; activation, % at 6.8 µM;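 active = activation above a cutoff set at the mean of all screened compounds plus 3 SD, cut at about 10% in these data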;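 also: 0% = DMSO wells and 100% = sodium butyrate wells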
# SMARCA2 activ: activators of SMARCA2 function; MG213 cells, MMTV-luciferase reporter, dexamethasone, overnight; 370,000 compounds, 1% hits; activation, % at 9.1 µM; in the data active = activation above about 7.8%;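 also: 0% = vehicle wells and 100% = reference activator wells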
# hcDAF12 agonist: activates DAF-12 receptor from parasite H. contortus | HEK293 hcDAF-12 lit1-tk-luc reporter, luminescence; 0% DMSO, 100% Δ7-dafachronic acid | activation, % at 6.8 µM | 370,000 compounds, 1.4% hits | AID 652067;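 active = activation above the mean of all tested compounds plus 3 SD, cut at about 5.5% in these data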;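 also: 100% = response to 3 µM Δ7-dafachronic acid high control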
# DAX1 inh-2: inhibits human nuclear receptor DAX1; HEK293 Gal4-DAX1 luciferase reporter, luminescence; 340,000 compounds, 0.99% hits; AID 504766; P51843; inhibition, % at 6.75 µM;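 active = inhibition above the mean over all tested compounds plus 3 SD, cut at about 4.2% in these data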;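 also: 0% = DAX1-transfected cells with DMSO and 100% = empty-vector control cells with DMSO; inhibition shows as a rise in luminescence from relieved DAX1 repression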
# FXN GAA850 act: activators of GAA850 frataxin (FXN) promoter | HEK293 lucGAA850 FXN promoter luciferase reporter, 24 h; percent of 10 µM SAHA response | 360,000 compounds, 0.56% hits | AID 540364 | activation, % at 6 µM;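 active = activation above the average of all compounds screened plus 3 SD, cutoff fixed separately per campaign, cut at about 7.5% in these data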;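 also: 0% = DMSO wells and 100% = 10 µM SAHA wells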
# An asterisk follows results filed as active; . = not tested or not shown.
SMILES,ssDAF-12 act,sPLA2-III inh,DAX1 inh-1,GC-A act,KLK7 zymogen act,NPR2 activator,hgDAF12 agonist,SMARCA2 activ,hcDAF12 agonist,DAX1 inh-2,FXN GAA850 act
O=C(Nc1ccc2c(c1)OCO2)c1cnn2c1NC(c1ccco1)CC2C(F)(F)F (stereo not given),-1.5,-4,0.3,-4,-0.9,-3,3.3,-2,0.8,0.0,1.0
CCC(=O)Nc1ccc(-c2nnc(SCC(=O)N3CCCCC3)n2C)cc1,-1.3,0,-0.4,-2,0.2,4,0.8,-2,0.1,-0.4,0.9
Cc1cc(C(=O)COc2cccc3cccnc23)c(C)n1C,-0.6,-26,0.6,0,-1.8,0,1.2,2,2.9,0.0,1.8
N#Cc1ccccc1Cn1c(=O)n(CCCC(=O)NCc2ccc3c(c2)OCO3)c(=O)c2ccccc21,-1.3,21*,0.2,2,-0.6,9,-0.9,-3,2.8,0.5,3.4
O=C(O)c1ccc(-n2[nH]c3c(c2=O)CCCC3)cc1,-1.4,-3,0.2,-4,-0.1,3,0.1,-3,0.1,-0.5,0.5
CC(=O)C1=C(C)NC(=O)NC1c1ccc(Cl)cc1 (stereo not given),-1.3,-4,0.3,3,-0.6,3,-0.8,-1,-1.1,-1.2,1.9
COc1ccccc1Oc1ccc(N/C=C/C(=O)C(C)(C)C)cc1,-0.9,1,1.4,0,-0.1,0,-1.7,2,0.7,1.1,0.8
S=C(NC1CCCC1)N1CCOCC1,-1.4,5,-0.1,0,-0.5,-7,0.1,8.2*,-0.1,-0.7,2.9
CC(=O)Oc1ccc(C(=O)Nc2ccccc2C(=O)Nc2cccc(C(=O)O)c2)cc1,-1.0,-5,0.2,-1,0.3,1,0.6,2,-1.4,5.4*,0.3
Cc1ccc(-c2nnn(CC(=O)N(Cc3cccs3)C(C(=O)NC3CCCCC3)c3ccco3)n2)o1 (stereo not given),-1.1,0,-0.4,-3,0.4,0,-2.2,0,0.6,-1.1,-0.4
COc1ccc(N(Cc2cc3ccc(C)cc3[nH]c2=O)C(C)=O)cc1,-0.9,-1,0.2,-22,0.6,-18,-0.3,-3,-1.1,1.6,-0.8
O=C(CCC1N=C2c3ccccc3N=C(SCc3ccc(Cl)cc3)N2C1=O)NCc1ccco1 (stereo not given),-0.9,-17,-0.3,-3,0.7,-6,-1.5,2,0.9,-0.4,2.8
Cc1cc(-c2ccccc2)n2nc(N)nc2n1,-0.6,-2,0.1,3,2.5,2,-0.6,-3,-1.9,0.7,0.2
COc1ccc(OC)c(NC(=O)COC(=O)CN(C)S(=O)(=O)c2ccc(C)cc2)c1,-1.2,-8,-0.3,-1,-0.9,-3,-0.1,-3,0.8,2.0,0.3
CC1CCCN(CCOc2ccc(Br)cc2)C1 (stereo not given),-0.9,-7,-0.1,-1,-0.3,0,2.2,0,-0.5,0.0,-3.4

# Random excerpt: three compounds from above
SMILES,ssDAF-12 act,sPLA2-III inh,DAX1 inh-1,GC-A act,KLK7 zymogen act,NPR2 activator,hgDAF12 agonist,SMARCA2 activ,hcDAF12 agonist,DAX1 inh-2,FXN GAA850 act
CC1CCCN(CCOc2ccc(Br)cc2)C1 (stereo not given),-0.9,-7,-0.1,-1,-0.3,0,2.2,0,-0.5,0.0,-3.4
O=C(O)c1ccc(-n2[nH]c3c(c2=O)CCCC3)cc1,-1.4,-3,0.2,-4,-0.1,3,0.1,-3,0.1,-0.5,0.5
Cc1cc(C(=O)COc2cccc3cccnc23)c(C)n1C,-0.6,-26,0.6,0,-1.8,0,1.2,2,2.9,0.0,1.8

# Carrying on.
SMILES,ssDAF-12 act,sPLA2-III inh,DAX1 inh-1,GC-A act,KLK7 zymogen act,NPR2 activator,hgDAF12 agonist,SMARCA2 activ,hcDAF12 agonist,DAX1 inh-2,FXN GAA850 act
CN1CCN(S(=O)(=O)c2cccc(C(=O)Nc3sccc3C#N)c2)CC1,-0.7,-9,1.9,0,0.1,-2,4.1,0,0.5,0.7,0.9
Cc1ccc(CN(C)C(=O)C2CCC(=O)N(CC3CCCCC3)C2)o1 (stereo not given),-1.0,-1,-0.1,1,0.2,0,-1.7,-1,1.4,0.6,0.3
Cc1ccc2cccc(NC(=O)c3ccc(Br)o3)c2n1,-1.0,-8,-0.3,-13,0.1,-1,0.7,0,0.9,-1.4,0.4
CC(C)c1nnc(NC(=O)CSc2ncn[nH]2)s1,-1.0,-3,0.1,1,0.6,-5,-0.4,-3,-1.0,-0.9,-0.1
COC(=O)C1=C(C)N(c2ccc(Cl)c(Cl)c2)C(=O)C1,-1.0,-14,-1.1,-3,1.1,5,-1.9,-5,-1.5,0.4,-6.4
COc1ccc(Nc2nc(C(C)(C)C)nc3c2nnn3Cc2ccccc2Cl)cc1OC,-1.1,-2,-0.5,8,0.3,7,-1.6,0,0.0,0.6,0.9
OCC[C@@H]1C[C@H](O)[C@@H](O)[C@@]2(OCCc3cc(C(F)(F)F)ccc32)O1,-0.9,6,1.5,2,0.5,1,-1.9,-4,-0.1,.,.
COc1ccccc1NC(=S)NCCSc1ccc(Cl)cc1,-0.7,15,-0.4,-5,-0.7,3,-1.1,-1,3.4,-0.7,-0.5
Cc1ccc(C(=O)Nc2ccc3c(c2)OCCO3)cc1,0.3,2,1.2,-2,-0.3,1,9.4,2,0.8,-4.2,-2.2
O=C(CSc1nc2ccccc2nc1N1CCCCC1)N1CCN(S(=O)(=O)c2cccc([N+](=O)[O-])c2)CC1,-0.7,3,0.8,-4,0.1,-6,0.5,6,-0.1,.,.
O=c1cc(-c2ccccc2)[nH]c2cc(Cl)ccc12,0.2,7,-1.6,4,0.7,1,1.6,0,2.5,-1.8,1.0
CCn1c2ccccc2c2cc(NC(=O)c3cc(C)on3)ccc21,-1.5,-1,-0.3,-8,0.1,-2,1.3,0,-0.3,-0.7,0.4
OC(c1ccc(Cl)c(F)c1)c1ncc(-c2ccccc2F)[nH]1 (stereo not given),-0.9,-7,0.0,-5,0.8,-9,1.4,-2,0.9,.,0.4
COC(=O)c1ccc(NC(=O)C23CC4CC(C2)CC(n2cnc(Cl)n2)(C4)C3)cc1,-0.8,-10,-0.1,0,-0.1,-3,9.7,-7,-1.7,0.8,2.1
Cc1ccc(S(=O)(=O)Nc2cc(C(=O)NCCN(C)C)ccc2N2CCCC2)cc1,-0.8,-5,0.4,3,0.2,-4,1.7,-3,-0.1,0.1,0.5
O=C(COC(=O)c1ccc[nH]c1=O)NC1CCCCCC1,-2.2,2,1.7,-1,0.2,2,-0.7,-2,-2.4,-0.6,-1.0
CSCCC(NC(=O)c1ccccc1Br)C(=O)NCCCn1nc(C)cc1C (stereo not given),-0.3,1,-0.1,-2,-0.2,4,-1.6,-1,0.6,-1.0,-0.6
O=C(NCc1ccccn1)C(=O)NN=C1CCCCCCCCCCC1,-1.0,9,0.7,1,0.1,-1,0.8,3,-1.1,1.2,2.4
CCOC(=O)Cc1csc(NC(=O)CS(=O)(=O)Cc2ccccc2)n1,-1.2,-6,-0.2,1,0.3,-1,-0.6,-2,-0.6,0.3,4.0
Cc1ccc(C2=NS(=O)(=O)N(C)C(C(=O)Nc3cc(C)n(CC(=O)N4CCC(C)CC4)n3)=C2)cc1,-0.9,-6,0.0,1,0.1,-3,-2.7,-1,-0.6,-0.2,-0.9
CCOc1ccc(NC(=O)COC(=O)Cn2nc(C)c([N+](=O)[O-])c2C)cc1OCC,-0.8,12,-0.2,-1,0.1,0,0.9,-3,-0.5,0.4,1.2
COc1ccc(C(=O)/C=C/c2ccc(N3CCCCC3)c([N+](=O)[O-])c2)cc1,-1.1,-7,-1.0,4,1.3,-1,3.6,0,4.5,0.4,1.4
CCSc1nnc(NC(=O)C2CC2c2ccccc2)s1 (stereo not given),-1.5,12,0.0,1,-0.4,1,-3.1,-2,-2.5,12*,1.3
C=CCOC(=O)C(C#N)c1nc2ccccc2nc1N1CCCC1 (stereo not given),-1.4,5,0.0,3,1.4,5,0.0,0,-1.2,-1.1,1.5
Cc1cc(SCC(=O)Nc2ccc3[nH]c(=O)[nH]c3c2)nc2ccccc12,-1.0,14,0.3,3,0.2,-2,2.3,-4,0.7,1.0,-0.4
COCCN=C1Sc2nc3cc4c(cc3cc2CN1CC1CCCO1)OCO4 (stereo not given),-1.3,1,0.6,5,-0.1,0,1.0,0,-0.8,1.7,-0.9
CC1CC(C)(C)Nc2ccc(OC(=O)c3ccco3)cc21 (stereo not given),-2.9,5,-1.6,0,-0.4,3,-10,-6,-5.8,-3.9,4.7
O=C(CCc1nc(-c2ccccc2F)no1)NCCc1ccccc1F,-1.1,2,-0.6,-2,-0.7,-10,-2.4,-5,-1.3,.,.
Cc1oc(S(=O)(=O)N2CCCCC2)cc1NC(=O)Nc1ccccc1,-0.8,10,0.4,2,0.8,4,-0.5,-6,-0.5,-0.1,1.0
CC1(C(=O)Nc2nnc(C(C)(C)C)s2)Cc2ccccc2C(=O)O1 (stereo not given),-1.6,-2,-0.3,-2,-0.1,5,-0.9,2,0.4,0.2,-0.1
O=C(N/N=C/c1ccc(-c2cccc([N+](=O)[O-])c2)o1)[C@H]1C[C@@H]1c1ccccc1,0.2,3,-0.6,-2,-0.6,1,1.6,-3,-1.6,0.1,1.7
CCOc1ccc2nc(NC(=O)c3ccc(C)o3)sc2c1,0.9,-4,2.6,2,1.0,-2,10,2,5.1,-0.1,5.8
CC(C)OC(=O)CSc1nc(Cc2cccs2)nc2ccccc12,-2.1,-3,-1.0,-5,0.1,-6,-0.4,-1,-3.2,-0.4,0.8
CCOc1ccc(NC(=O)c2ccc(NC(=O)CSc3nc4ccccc4c(=O)[nH]3)cc2)cc1,-0.8,3,-0.2,-9,0.2,-5,0.2,-3,-0.6,0.0,3.0
CC(C)CCN1C(=O)c2cccc3c(N)ccc(c23)C1=O,0.4,-113,0.7,11,-3.9,4,5.8,4,3.9,1.1,6.6
CCc1nc2ccc(C(=O)NCCC(C)C)cn2c1N(C)Cc1ccc(OC)cc1,-1.8,7,-2.2,15,0.5,20,-3.5,-1,-2.9,.,-2.9
CCCC1CCc2[nH]nc(C(=O)NN)c2C1 (stereo not given),-1.1,4,-0.3,-2,0.2,1,-0.1,0,-0.1,-1.2,0.0
Cc1ccc(-c2nnc(OCc3nc4ccccc4n3C)c3ccccc23)cc1,-1.2,3,0.1,1,-0.1,1,-1.9,-1,-1.7,-0.9,2.1
Clc1ccc(CSc2nncn2-c2ccccn2)cc1,-1.9,-2,-1.0,7,0.1,9,-1.9,2,-1.1,1.9,2.0
Cc1ccccc1NC(=S)NCCc1ccccn1,-1.2,10,0.0,3,0.1,2,-1.3,-2,-0.4,0.4,1.2
Cc1cccc(C)c1OCCSc1n[nH]c(N)n1,-1.3,-2,-1.1,2,-0.3,5,-0.5,0,1.6,-0.6,1.2
CCCC1c2ccc(C)n2CCN1C(=O)Nc1ccc(F)cc1 (stereo not given),-0.7,-6,0.6,0,0.2,7,3.4,3,-0.5,-0.3,1.5
